IEC-6 tox – counter-screen for KLF5 inhibitors: cytotoxicity in IEC-6 cells; IEC-6 cytotoxicity, luminescence viability; inhibition, % at 5 µM; 290,000 compounds, 0.78% hits; in the data active = inhibition above about 22%;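 note: 0% = plate median of test compound wells and 100% = cytotoxic reference compound wells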
GSK3B inh – inhibitors of human GSK3beta kinase. 300,000 compounds, 0.038% hits. AID 2097. P49841. activity score (negative = inhibition), % at 10 µM. GST-GSK3beta kinase, ADP-Glo luminescence, 60 min; hits give low values;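 active = more than half of replicate wells score below -50%, meaning over 50% inhibition versus plate controls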;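 note: 0% = median DMSO wells and -100% = median GW8510 positive control wells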
Target sequence (P49841 whole entry, looked up): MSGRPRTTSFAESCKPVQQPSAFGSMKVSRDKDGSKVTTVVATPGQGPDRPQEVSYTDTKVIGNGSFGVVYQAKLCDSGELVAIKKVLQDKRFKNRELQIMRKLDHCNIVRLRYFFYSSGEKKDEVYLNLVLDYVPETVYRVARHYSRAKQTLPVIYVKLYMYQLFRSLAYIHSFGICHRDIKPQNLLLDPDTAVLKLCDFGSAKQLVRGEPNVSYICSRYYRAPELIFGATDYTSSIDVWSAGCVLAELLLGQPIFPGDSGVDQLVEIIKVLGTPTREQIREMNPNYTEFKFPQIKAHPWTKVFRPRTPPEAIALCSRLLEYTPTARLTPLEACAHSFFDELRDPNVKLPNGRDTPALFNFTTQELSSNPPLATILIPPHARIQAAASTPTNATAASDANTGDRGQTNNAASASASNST
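Test system: GST-tagged human GSK3beta kinase, cell-free; evaluation: activity score scaled between in-plate DMSO and GW8510 controls; measured by: ADP-Glo luminescence; incubation: 60 min reaction, RT; benchmarks: DMSO and 20 µM GW8510; reagent: peptide substrate plus 25 µM ATP (final); medium: Tris/MgCl2 kinase buffer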
HSF1 inhib – HSF1 inhibition. NIH3T3-HGL HSE-luciferase, MG132-induced, luminescence 8 h; hits give low values. activity change, negative = inhibition, % at 7.5 µM (by protocol). 300,000 compounds, 0.77% hits;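 active = more than half of replicate wells show activity change below -50%, luminescence cut by over half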;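 note: luciferase reports HSF-1 transcriptional activity via heat shock element; 0% = median of DMSO wells and -100% = zero luminescence signal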
aSyn 5UTR inh – MLPCN primary screen, SNCA 5' untranslated region; alpha-synuclein 5'UTR reporter, inhibitor activity; inhibition, % (tested at 7.5 µM); 300,000 compounds, 0.82% hits; AID 1813; in the data active = inhibition above about 60%;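 note: H4 neuroglioblastoma cells stably carrying SNCA 5'UTR luciferase fusion; 0% = DMSO wells and 100% = positive control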
HSP90 refold inh – inhibitors of HSP90 luciferase refolding in rabbit reticulocyte lysate; 290,000 compounds, 0.91% hits; inhibition, % at 5.6 µM; AID 1789; luciferase refolding luminescence, 3 h;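 active = inhibition above the screen-wide mean plus 3 SD, computed separately per campaign, cut at about 16% in these data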;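 note: 0% = DMSO wells and 100% = 60 µM geldanamycin wells; inhibitors lower the luminescence because luciferase stays unfolded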
AI-2 QS modul – Vibrio harveyi AI-2 quorum sensing modulation; AID 2094; 300,000 compounds, 0.4% hits; activity change, % at 7.5 µM; Vibrio harveyi JMH597 AI-2 luminescence/OD600 ratio, 9 h; hits give low values; strain lacks LuxN and CqsS sensors; 0 = neutral-control median; in the data active = activity change below about -75%, passing the limit was not always enough;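 note: luminescence divided by OD600 gain over 9 h not by final OD600 alone; inactives centre near 13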
HSF1 activator – increases HSF-1 driven luciferase reporter signal | NIH3T3-HGL HSF-1 luciferase reporter, MG132, 8 h; 100% = twice DMSO control signal | activation, % at 9 µM | 300,000 compounds, 1.7% hits;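 active = mean replicate activation of at least 50% with a set share of replicates each reaching 50%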;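 note: 0% = median of the neutral control wells and 100% = twice that signal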
GSK3 alpha inh – inhibitors of human GSK-3 alpha kinase; P49840; ADP-Glo luminescence, 60 min; inhibition, % at 10 µM; 320,000 compounds, 0.1% hits;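 in the data active = inhibition above about 50%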;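 note: GST-tagged GSK-3 alpha with peptide substrate and 25 µM ATP; 0% = DMSO neutral wells and 100% = GW8510 positive control wells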
Target sequence (P49840 whole entry, looked up): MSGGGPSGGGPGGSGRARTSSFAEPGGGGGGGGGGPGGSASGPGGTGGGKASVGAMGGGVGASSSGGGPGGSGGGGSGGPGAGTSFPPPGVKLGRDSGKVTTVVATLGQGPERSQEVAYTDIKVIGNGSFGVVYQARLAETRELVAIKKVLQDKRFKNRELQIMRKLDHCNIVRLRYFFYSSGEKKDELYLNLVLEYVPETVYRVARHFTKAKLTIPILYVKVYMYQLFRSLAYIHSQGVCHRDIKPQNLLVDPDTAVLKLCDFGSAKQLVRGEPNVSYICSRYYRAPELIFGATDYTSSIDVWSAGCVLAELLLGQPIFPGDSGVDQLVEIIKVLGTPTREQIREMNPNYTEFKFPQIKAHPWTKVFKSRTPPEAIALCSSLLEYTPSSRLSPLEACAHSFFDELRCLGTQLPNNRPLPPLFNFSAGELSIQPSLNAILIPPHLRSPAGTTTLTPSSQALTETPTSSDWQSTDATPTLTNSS
KLF5 inhibitor – inhibitors of KLF5 expression | inhibition, % at 5 µM | DLD-1 KLF5 promoter-luciferase reporter, luminescence | 290,000 compounds, 0.23% hits;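 active = inhibition above a per-plate limit of that plate's mean compound inhibition plus 3 SD, cut at about 60% in these data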;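 note: 0% = DMSO wells and 100% = LY294002 at 200 µM; higher means less KLF5 promoter-driven luciferase light; inactives centre near -14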
HIF act – HIF pathway transcriptional activation | U2OS HRE-luciferase reporter, luminescence; normalized: DMSO 0%, desferrioxamine 100% | activation, % at 7.5 µM (by protocol) | 300,000 compounds, 0.32% hits | AID 1910;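 active = mean activation of at least 10% of the iron chelator positive control signal, with at least half of replicates also reaching 10%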
Starred values were filed as active, the others as inactive; x = not tested or not shown.

The opening five compounds, ahead of the listing:
SMILES	IEC-6 tox	GSK3B inh	HSF1 inhib	aSyn 5UTR inh	HSP90 refold inh	AI-2 QS modul	HSF1 activator	GSK3 alpha inh	KLF5 inhibitor	HIF act
O=C(Nc1ccc(Cc2ccncc2)cc1)c1ccc(S(=O)(=O)N2CCOCC2)cc1	2	-1	-9	-35	-1	13	2	3	-4	-38
COc1ccc(C2N(C(C)=O)CCCN2S(=O)(=O)c2ccc(C)cc2)cc1 (stereo not drawn)	-3	2	3	-1	-6	12	-1	-1	-28	0.3
COC(=O)c1ccsc1NC(=O)c1ccc2c(c1)OCCO2	x	-6	5	-97	x	8	16	-1	x	0.2
COc1ccc(CN=C(C#N)C2=C(O)c3ccccc3C2=O)cc1	1	-7	0	-5	-4	-15	4	-1	-18	-0.1
Cc1nn(Cc2ccccc2)c(=O)n1N(C)c1ncc(C(F)(F)F)cc1Cl	-3	-2	4	10	7	5	-5	-2	-16	0.0

The listing, previewed entries included:
SMILES	IEC-6 tox	GSK3B inh	HSF1 inhib	aSyn 5UTR inh	HSP90 refold inh	AI-2 QS modul	HSF1 activator	GSK3 alpha inh	KLF5 inhibitor	HIF act
O=C(Nc1ccc(Cc2ccncc2)cc1)c1ccc(S(=O)(=O)N2CCOCC2)cc1	2	-1	-9	-35	-1	13	2	3	-4	-38
COc1ccc(C2N(C(C)=O)CCCN2S(=O)(=O)c2ccc(C)cc2)cc1 (stereo not drawn)	-3	2	3	-1	-6	12	-1	-1	-28	0.3
COC(=O)c1ccsc1NC(=O)c1ccc2c(c1)OCCO2	x	-6	5	-97	x	8	16	-1	x	0.2
COc1ccc(CN=C(C#N)C2=C(O)c3ccccc3C2=O)cc1	1	-7	0	-5	-4	-15	4	-1	-18	-0.1
Cc1nn(Cc2ccccc2)c(=O)n1N(C)c1ncc(C(F)(F)F)cc1Cl	-3	-2	4	10	7	5	-5	-2	-16	0.0
O=C(NC1CC1)C1CCN(C2CCN(C(=O)/C=C/c3ccc(F)cc3)CC2)CC1	0	-1	7	-3	0	20	33	3	-13	0.0
CCC1CCCCN1CCNC(=O)C1CCN(S(=O)(=O)c2cccc3nsnc23)CC1 (stereo not drawn)	5	-1	-7	-21	0	16	-2	0	-16	-0.2
Cc1cccc(N/C(N)=N/c2nc(C)cc(C)n2)c1	11	1	5	-30	0	5	-1	x	-14	0.5
CCOP(=O)(c1ccc(N(C)C)cc1)C(O)c1ccncc1 (stereo not drawn)	-4	-1	4	-18	-9	19	-5	-2	-23	-0.3
CSc1nc(N)cc(=O)[nH]1	1	-2	-1	9	4	7	-11	-1	-44	0.8
Cc1cccc(NC(=O)c2cc3c(n(-c4ccccc4)c2=O)CCCC3=O)n1	-3	3	10	19	3	14	-12	x	-36	-0.4
COc1ccccc1C(=O)NN(C)C1=NS(=O)(=O)c2ccccc21	5	-2	-12	11	2	16	-6	2	-16	0.4
COc1ccc(C(=O)NCc2cc(C)nc3ccccc23)cc1	0	2	1	34	-1	16	-2	-4	-5	1.0
O=C(C1CC1)N1N=C(c2ccccc2)CC1(O)C(F)(F)F (stereo not drawn)	-1	4	3	13	-2	4	3	-2	-4	1.2
O=C(NNC(=O)c1ccc(Oc2ccc(C3SCCS3)cc2)o1)c1ccc(Cl)cc1	1	1	4	-3	-4	25	-5	-1	-33	0.8
CCN(CC)C(=O)Cn1cc(/C=C(\C#N)C(=O)N2CCN(c3ccccc3)CC2)c2ccccc21	-3	-3	1	2	-1	7	-1	0	1	-0.3
O=C(NCc1cccnc1)C1CCC(c2ccc(Cl)cc2)CC1 (stereo not drawn)	5	4	-2	-1	0	19	5	-1	-3	-0.4
COc1ccc(Cl)cc1NC(=O)CSc1nnc(-c2ccco2)o1	-6	-2	7	-7	-3	17	3	-2	-25	-0.1
NC(=S)N/N=C/c1cccc(O)c1O	-5	0	-11	-94	0	40	30	-1	-18	0.7
Cc1ccc(-c2ccc(=O)n(CCC(=O)NCCN3CCCCC3C)n2)cc1 (stereo not drawn)	2	5	-75*	-2	2	0	-80	-2	-26	-0.1
CCn1c(SCC(=O)NC(=O)Nc2ccc3c(c2)OCCO3)nnc1-c1cccs1	3	-15	6	5	3	9	2	12	-15	1.6
CC(=O)Oc1ccc(/C=N/NC2=NS(=O)(=O)c3ccccc32)cc1	-2	3	-4	-1	1	46	11	-1	-28	0.6
COc1ccccc1C1CC(c2cccs2)=Nc2ccccc2S1 (stereo not drawn)	-1	0	4	-46	11	27	10	0	-23	4.6
CCOC(=O)C1(Cc2ccccc2C)CCCN(C(=O)c2ccnn2C)C1 (stereo not drawn)	0	-1	6	-7	-2	13	11	-1	-21	0.5
Cc1ccc2c(c1)NC(=O)C(CC(=O)NC1CCCCC1C)O2 (stereo not drawn)	-3	-5	-2	-26	0	14	6	-1	1	-0.3

Following part.
SMILES	IEC-6 tox	GSK3B inh	HSF1 inhib	aSyn 5UTR inh	HSP90 refold inh	AI-2 QS modul	HSF1 activator	GSK3 alpha inh	KLF5 inhibitor	HIF act
CC(=N)C1=C(O)CC(c2ccccc2)CC1=O (stereo not drawn)	-5	-4	-1	14	-3	23	0	-6	-23	-0.3
COC(=O)C(Cc1c[nH]c2ccccc12)NC(=O)C(=O)c1c[nH]c2ccccc12 (stereo not drawn)	-2	-3	3	17	-4	15	-3	-3	-34	-1.0
O=c1[nH]c(-c2ccc(F)cc2)nc2c1sc(=S)n2-c1ccccc1	5	-2	1	1	7	4	19	-1	-9	0.0
CN(C)/N=C/C=C1\CCC/C(=C\c2ccc(F)c(F)c2)C1=O	-5	-4	69	-422	0	22	116*	-1	-20	4.7
Cc1noc(C)c1COc1cccc(C(=O)OCC(=O)NCCN2C(=O)CSC2=O)c1	0	1	-2	-3	-1	21	11	-1	-20	-0.4
COc1ccc(CC(=O)NNC(=O)Cc2ccc(OC)cc2)cc1	6	-1	-6	12	4	27	16	-1	10	-0.7
O=C1CN(S(=O)(=O)c2cc(Cl)ccc2Cl)c2ccccc2N1	-2	4	-3	15	-4	-3	15	1	-9	-0.2
CCCCSc1nnc2c(n1)OC(C(=O)c1ccccc1)Nc1ccccc1-2 (stereo not drawn)	-2	1	-6	-39	-5	27	-7	x	-20	-42
COc1cccc(NC(=O)COC(=O)CCCC2=NS(=O)(=O)c3ccccc3N2)c1	9	11	-3	13	0	16	-6	0	-11	0.3
COc1ccc(OCCCN2CCCCCC2)cc1	1	1	-4	-7	-2	11	1	1	-22	0.7
O=C(NC(=S)Nc1ccccc1Cl)c1ccco1	-3	-2	10	-112	-5	5	34	1	-75	2.4
COc1ccccc1NC(=O)Nc1ccc(F)c(F)c1	2	1	6	-66	-1	11	32	-1	-42	0.5
CC1=CCC(C(=O)O)(C(=O)N/N=C/c2cccs2)C(c2ccc([N+](=O)[O-])cc2)C1 (stereo not drawn)	2	0	-8	-13	1	1	6	1	-36	0.0
CN(CP(=O)(O)CN(C)S(C)(=O)=O)S(C)(=O)=O	2	-4	3	4	3	0	-5	1	-55	-0.1
COC(=O)c1sc(=S)n(-c2cccc(Cl)c2)c1N	-4	-2	-5	12	-3	6	6	-2	-28	0.2
Cc1ccc2cc(CN(c3cccc(C)c3C)S(=O)(=O)c3ccccc3)c(=O)[nH]c2c1	-2	-1	-2	-14	5	16	8	x	-1	x
COc1cc(OC)c2nc(C)c3c(c2c1)N(c1ccc(O)cc1)CC3	2	0	2	-1	0	6	9	-1	-13	16*
CC[C@@H](C)[C@H](NC(=O)OCc1ccccc1)c1nnc([C@@H](NC(=O)OCc2ccccc2)[C@@H](C)CC)o1	x	1	4	16	x	24	12	-9	x	-0.7
COc1ccccc1NC(=S)N1CCOCC1	0	1	12	11	0	7	39	-6	-90	0.1
COC(=O)c1c(NS(=O)(=O)c2ccc3ccccc3c2)sc2c1CCCC2	2	-1	-5	11	0	7	-5	8	-29	0.1
CCCCC(=O)Nc1cccc(-c2cn3ccsc3n2)c1	1	-2	18	-78	1	22	20	x	-52	0.8
Cc1cc(C)c(C(N)=O)c(NC(=O)Nc2ccccc2Cl)n1	3	-2	-1	-57	1	6	-16	-1	-31	1.3
Cc1ccc(/C=C2\SC(=S)N(CCCC(=O)Nc3ccccn3)C2=O)cc1	0	-1	-67*	107*	34*	20	-71	1	29	-4.3
C=CCn1c(-c2ccc(=O)n(Cc3ccccc3)c2)n[nH]c1=S	-1	4	-4	2	-1	19	-8	-2	-20	-0.6
CCNC(=S)N1CCN(S(=O)(=O)c2ccccc2C(F)(F)F)CC1	1	-1	-1	-13	2	13	-2	-1	-19	-0.1

By substructure, those above containing a cyano group (2)
SMILES	IEC-6 tox	GSK3B inh	HSF1 inhib	aSyn 5UTR inh	HSP90 refold inh	AI-2 QS modul	HSF1 activator	GSK3 alpha inh	KLF5 inhibitor	HIF act
COc1ccc(CN=C(C#N)C2=C(O)c3ccccc3C2=O)cc1	1	-7	0	-5	-4	-15	4	-1	-18	-0.1
CCN(CC)C(=O)Cn1cc(/C=C(\C#N)C(=O)N2CCN(c3ccccc3)CC2)c2ccccc21	-3	-3	1	2	-1	7	-1	0	1	-0.3

(more compounds)
SMILES	IEC-6 tox	GSK3B inh	HSF1 inhib	aSyn 5UTR inh	HSP90 refold inh	AI-2 QS modul	HSF1 activator	GSK3 alpha inh	KLF5 inhibitor	HIF act
CCN1CCc2nc3ccccc3c(C(=O)Nc3ccc(F)cc3)c2C1	5	2	5	0	10	13	1	0	12	-0.1
CCCn1c(=N)n(CC(=O)c2ccco2)c2ccccc21	0	1	-5	x	-4	13	3	0	-24	-0.2
CCCOc1cccc(C2C(C(=O)c3cc4ccccc4o3)=C(O)C(=O)N2c2cc(C)on2)c1 (stereo not drawn)	0	x	-13	-2	-2	6	-35	-2	-37	-1.3
Cc1c(NC(=O)COC(=O)C2CC3C=CC2C3)c(=O)n(-c2ccccc2)n1C (stereo not drawn)	-1	-1	5	-10	0	9	-11	4	-29	-0.3
COC(=O)C1=C(C)N=C2SCCC(=O)N2C1c1cc(Br)ccc1OC (stereo not drawn)	0	-1	3	-23	2	13	19	-1	-7	-0.1
COc1ccc(N2CCN(C3CCCCC3NS(=O)(=O)c3ccccc3)CC2)cc1 (stereo not drawn)	-5	0	-5	2	-1	5	1	-5	4	-0.3
CCn1c(SCC(=O)OC(C)C)nnc1-c1ccccc1	6	0	2	4	-2	10	5	-3	0	-0.5

Reformatted: two of the compounds above.
Results follow in this order: IEC-6 tox	GSK3B inh	HSF1 inhib	aSyn 5UTR inh	HSP90 refold inh	AI-2 QS modul	HSF1 activator	GSK3 alpha inh	KLF5 inhibitor	HIF act
- CCCn1c(=N)n(CC(=O)c2ccco2)c2ccccc21
→ 0	1	-5	x	-4	13	3	0	-24	-0.2
- CCCOc1cccc(C2C(C(=O)c3cc4ccccc4o3)=C(O)C(=O)N2c2cc(C)on2)c1 (stereo not drawn)
→ 0	x	-13	-2	-2	6	-35	-2	-37	-1.3
